Source: PubChem BioAssay
PMI act satM6P – PMI (human) activation, high substrate; P34949; coupled PMI enzyme assay, resazurin fluorescence, 20 min; active compounds read high; 1 = untreated enzyme, 0 = substrate-free blank; activation factor at 20 µM; actives 0.34% (n = 190,000); AID 1216;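 active = activation factor of 2 or more at 20 µM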
Target sequence (P34949 whole entry, looked up): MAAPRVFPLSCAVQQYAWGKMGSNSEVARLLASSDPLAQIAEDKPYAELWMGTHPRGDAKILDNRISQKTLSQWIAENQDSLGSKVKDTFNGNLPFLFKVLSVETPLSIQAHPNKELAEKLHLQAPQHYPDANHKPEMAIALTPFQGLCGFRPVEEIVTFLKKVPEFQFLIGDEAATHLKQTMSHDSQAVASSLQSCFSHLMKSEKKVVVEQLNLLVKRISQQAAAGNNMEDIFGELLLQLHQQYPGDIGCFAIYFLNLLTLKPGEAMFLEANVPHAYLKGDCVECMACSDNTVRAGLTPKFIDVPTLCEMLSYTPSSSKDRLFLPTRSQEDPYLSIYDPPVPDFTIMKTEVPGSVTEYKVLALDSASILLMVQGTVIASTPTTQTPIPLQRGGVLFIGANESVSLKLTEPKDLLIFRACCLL
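Material: human phosphomannose isomerase with PGI, G6PDH, diaphorase coupling enzymes / Reagent: Man-6-P substrate 1.0 mM / Dosing: single compound dose of 20 µM, 1% DMSO final / Incubation: enzyme reaction with compound 20 min at room temperature / Signal: resorufin fluorescence (Ex 544/Em 590 nm) from resazurin via diaphorase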
PMI act – activators of human phosphomannose isomerase; P34949; purified human PMI, coupled resazurin fluorescence, 20 min; active compounds read high; 1 = vehicle control, 0 substrate-free wells; activation factor at 20 µM; actives 0.005% (n = 190,000); AID 1214;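 active = activation factor of 2 or more at 20 µM, relative to plate controls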
Lmaj promast – reduces viability of Leishmania major promastigotes; AID 1063; inhibition, % at 10 µM; actives 9% (n = 200,000); resazurin fluorescence viability; in the data active = inhibition above about 50%;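 note: promastigotes grown with compound for 44 hours at 28 °C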
DTT redox prof – compounds producing H2O2 with reducing agent – biochemical, NIH compound library profiling, artefact control for MLSCN library redox annotation, primary screen; DTT-dependent redox cycling H2O2, phenol red/HRP absorbance; 100% = 100 µM peroxide control, 0% = buffer; activation, % at 10 µM; actives 0.03% (n = 200,000);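 active = activation of at least 50% relative to the plate's high and low controls in the primary single-dose screen; inactive = activation below 50%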;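 note: compound incubated with DTT at 0.8 mM final as the reducing agent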
RAM network inh – blocks the yeast RAM network; S. cerevisiae dse1pr::URA3 reporter, 5-FOA growth OD615, 2 d; analog-sensitive cbk1-as2 kinase mutant strain; inhibition, % at 50 µM; actives 1.8% (n = 190,000);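 active = inhibition above a set limit, 3 SD over mean compound inhibition, cut at about 8.4% in these data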;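 note: 0% = DMSO-only wells with no growth and 100% = 10 µM 1-NA-PP1 full growth; inhibition rescues growth on 5-FOA so higher OD means more RAM inhibition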
S1P3 antagonist – antagonists of human S1P3 receptor; actives 0.27% (n = 170,000); CHO S1P3 NFAT-BLA reporter, FRET fluorescence, antagonist mode; inhibition, % at 4.98 µM; AID 485; Q99500;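 active = inhibition above the plate cutoff, the mean inhibition of test wells on that plate plus 3 SD, cut at about 28% in these data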;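 note: cells challenged with S1P at its EC80 of 0.8 µM; blue over green emission ratio from cleaved BLA substrate after 4 h stimulation; 0% = S1P-stimulated wells and 100% = unstimulated DMSO-only wells; some compounds past the cut are filed as inactive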
TNAP inh no acc – inhibitors of human TNAP without phosphate acceptor | purified TNAP, CDP-star luminescence, 30 min | P05186 | AID 1012 | inhibition, % at 20 µM | actives 0.26% (n = 200,000);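 active = tissue-nonspecific alkaline phosphatase inhibition above about 50% at 20 µM in the single-dose screen, limit read from the data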;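 note: 0% = DMSO negative control and 100% = EDTA positive control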
Target sequence (P05186 whole entry, looked up): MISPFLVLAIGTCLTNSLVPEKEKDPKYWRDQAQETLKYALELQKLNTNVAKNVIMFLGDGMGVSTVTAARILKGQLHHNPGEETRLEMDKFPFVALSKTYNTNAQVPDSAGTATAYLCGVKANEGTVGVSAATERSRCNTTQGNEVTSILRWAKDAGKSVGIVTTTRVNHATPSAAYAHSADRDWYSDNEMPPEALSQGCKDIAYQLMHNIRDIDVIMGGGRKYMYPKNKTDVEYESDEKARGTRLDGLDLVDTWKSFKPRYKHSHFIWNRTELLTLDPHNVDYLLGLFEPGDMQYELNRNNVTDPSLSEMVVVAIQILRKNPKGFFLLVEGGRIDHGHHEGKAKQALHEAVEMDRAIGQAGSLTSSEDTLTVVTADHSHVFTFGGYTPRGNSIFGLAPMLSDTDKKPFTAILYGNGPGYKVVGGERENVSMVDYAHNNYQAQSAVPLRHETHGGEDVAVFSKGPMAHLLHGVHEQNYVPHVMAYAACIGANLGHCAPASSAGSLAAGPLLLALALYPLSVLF
TNAP inh hi DEA – inhibitors of human TNAP at high phosphate acceptor concentration; P05186; actives 0.03% (n = 200,000); purified TNAP, CDP-star luminescence, 1 M DEA; inhibition, % at 20 µM; AID 1135;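 active = over 50% inhibition of tissue-nonspecific alkaline phosphatase at 20 µM in the single-dose screen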;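 note: plate controls were DMSO wells for no effect and EDTA-quenched wells as full inhibition for full effect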
Hsp70 activator – transcriptional activators of Hsp70 | HeLa Hsp70 promoter luciferase reporter, luminescence; scaled: vehicle 0, proteasome-inhibitor control 100% | activation, % at 10 µM | actives 0.04% (n = 200,000) | AID 1203;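 active = activation above the mean across all tested compounds plus 3 SD, cutoff set per campaign, cut at about 5.5% in these data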;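 note: 100% = MG132 at 30 µM as the positive control and 0% = DMSO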
HMGR II inh – E. faecalis class II HMG-CoA reductase inhibition; purified E. faecalis HMGR, NADPH absorbance 340 nm kinetic; inhibition, % at 10 µM; actives 0.41% (n = 190,000); AID 1066;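 active = inhibition above a set limit, the median over all tested compounds plus 3 SD, cut at about 9.5% in these data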;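 note: enzyme runs in reverse so mevalonate oxidation gives rising NADPH absorbance; 0% = complete reaction with DMSO and 100% = background rate lacking mevalonate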
* hit, by the source's call; nt = no result given.

Fields – Lmaj promast	S1P3 antagonist	PMI act	TNAP inh hi DEA	HMGR II inh	TNAP inh no acc	Hsp70 activator	DTT redox prof	PMI act satM6P	RAM network inh
- O=C(Oc1ccc(-c2cnc3ccccc3n2)cc1)c1ccco1
 : -3	1	1	-1	-3	-12	-0.2	0.9	0.8	7.3
- O=C(c1scc2c1CCCC2)N1CCOCC1
 : -1	-11	0.9	-7	-2	-16	-0.2	-0.1	0.7	3.0
- O=[N+]([O-])c1ccc(N2CCN(CCO)CC2)cc1NCc1ccco1
 : 3	-15	0.8	16	-2	9	0.1	0.8	0.7	1.5
- O=S(=O)(c1ccc(F)cc1)N1CCC(N2CCCCCC2)CC1
 : 98*	nt	0.9	-6	3	-7	-0.4	-3.3	1	-0.3
- COc1ccc(NC(=O)C(c2ccccc2)N(C)C(=O)CNC(C)=O)cc1 (stereo unspecified)
 : -3	nt	1	7	0	-1	-0.2	2.4	1.1	-0.8
- N#CCc1nc2c3c4c(sc3ncn2n1)CCCC4
 : 4	nt	1	-8	-4	-18	-0.3	0.0	1.1	0.7
- O=[N+]([O-])c1nn(-c2ccc(Cl)cc2)n(O)c1=NCc1ccccc1Cl
 : 27	13	1	4	3	4	-0.2	-2.0	0.9	1.3
- COc1cc(NC(=O)c2c(F)c(F)c(F)c(F)c2F)c(OC)cc1Cl
 : 23	-4	0.9	-2	0	-10	-0.2	0.5	0.9	-0.1
- CCOc1ccc(CN2CCN(C(=O)c3ccccc3)CC2)cc1
 : -1	9	0.9	-2	-3	-11	-0.3	1.9	0.9	0.1
- Cc1onc(-c2c(Cl)cccc2Cl)c1C(=O)NCc1ccccn1
 : -6	11	1	-4	-2	-13	-0.3	-0.5	1.1	-0.2
- CCOC(=O)c1sc(NC(=O)CSc2n[nH]c(-c3ccncc3)n2)c(C#N)c1C
 : 6	nt	1	-2	-3	32	-0.3	-0.1	1.3	1.4
- CCOc1ccc(NCCC#N)cc1
 : -5	nt	1	-3	-1	-8	0.1	0.2	1	3.0
- COc1ccccc1NC(=O)C1=C(C)Nc2ncnn2C1c1cccs1 (stereo unspecified)
 : 3	-32	1	-8	-3	-12	-0.1	-0.1	1	1.3
- CCNC(=S)NNC(=O)c1cccn(Cc2ccc(Cl)cc2)c1=O
 : -1	nt	1.1	6	-2	-1	-0.3	2.9	1.1	0.4
- Cc1ccc2[nH]c(C(=O)NN=C3CCCCC3)c(-c3ccccc3)c2c1
 : 16	-15	0.9	-5	-3	-28	-0.4	-1.0	0.9	3.5
- COc1cc2c(C(=O)Nc3ccc4c(c3)OCO4)cn(CC(C)C)c(=O)c2cc1OC
 : 44	nt	1	-7	-5	-29	-0.2	0.3	1	-0.3
- O=C(COc1ccccc1)Nc1cccc(-c2nc3ccccc3[nH]2)c1
 : 9	0	1	2	-6	-8	-0.3	-0.2	1	0.8
- CC1=[N+](CC(=O)c2ccccc2)CCn2cccc21
 : -7	4	1.2	0	-4	-5	-0.1	-0.2	1	1.1
- CNC(=S)N/N=C/c1c(Cl)cccc1Cl
 : -5	-8	1	5	3	-2	-0.6	-0.1	1	3.8
- CCNS(=O)(=O)c1ccc2c(c1)NCC2
 : -1	-12	1.1	-7	-3	-8	-0.2	-0.6	1	1.8
- COc1ccc(S(=O)(=O)Cc2ccc(C(=O)NCc3ccco3)o2)cc1
 : -3	-21	1	-8	-4	-15	0.0	0.1	1	3.0
- COc1ccc(CNC(=O)CCSCc2ccc(C)cc2)cc1
 : -3	-12	1.1	-2	-6	-7	0.1	-0.6	1.1	2.0
- CC(C)C(c1nnnn1Cc1ccccc1)N(CCCO)Cc1cc2cc3c(cc2[nH]c1=O)OCO3 (stereo unspecified)
 : 7	-38	1	-1	3	-2	-0.3	2.3	0.9	1.9
- Cc1c(NC(=O)c2ccc(N3C(=O)C4C5C=CC(C5)C4C3=O)cc2)c(=O)n(-c2ccccc2)n1C (stereo unspecified)
 : -4	-3	0.9	-2	-2	-7	0.4	0.0	1	-0.5
- COC(=O)n1c(=O)oc2cc(S(=O)(=O)N3CCOCC3)ccc21
 : -7	-10	1	-5	2	-9	-0.5	0.3	1	1.8
- CCn1c(SCc2cccnc2)nc2c1c(=O)n(C)c(=O)n2C
 : 3	-27	1	-7	-11	-6	0.1	0.6	1	-0.1
- Cc1cccc(N2CCN(C(=O)CCNS(=O)(=O)c3ccc4c(c3)CCC(=O)N4)CC2)c1C
 : 24	7	0.9	-5	-12	-13	-0.4	-0.2	0.9	-0.6
- COCCCNC(=O)c1ccc(NS(C)(=O)=O)cc1
 : -5	-34	1	1	-10	0	-0.3	-0.7	1	1.4
- Cc1ccccc1-n1c(Cn2c(=O)sc3ccccc32)nnc1SCC(=O)N1CCOCC1
 : -6	-14	1	-1	5	-11	-0.2	-2.3	1	3.8
- CC(=O)c1cc(CC=C(C)C)c(O)c(CC=C(C)C)c1O
 : -4	nt	1.1	-9	1	-14	-0.2	-7.0	1	3.4
- O=C(NCCCn1ccnc1)c1cc(-c2ccncc2)nc2ccccc12
 : -4	-8	1	-1	-3	-1	0.0	-0.2	1.1	-0.4
- CC(=O)c1c(C)oc2ccc(O)c(CN3CCOCC3)c12
 : 33	nt	1	-6	0	-16	0.0	0.0	1.1	2.0
- CCOC(=O)N1CCN(C(=O)CSCc2ccccc2Cl)CC1
 : -9	-4	1	3	-4	-5	0.1	-0.7	1	-0.3
- O=S1(=O)C=C(SCc2ccc(Cl)c(Cl)c2)Nc2ccccc21
 : 15	nt	1	0	-1	4	-0.4	-4.5	1	3.9
- Cn1c(=O)c2c(nc(SCCCO)n2Cc2ccccc2Cl)n(C)c1=O
 : 3	-9	1	-4	-5	-3	-0.5	-0.4	0.9	0.8
- C=CCn1c(COc2ccccc2F)nnc1SCC(=O)N1CC(=O)Nc2ccccc21
 : 5	8	1	-3	-3	-14	-0.4	2.1	1	1.7
- CC1(C(=O)NC(=S)NNC(=O)c2ccncc2)CCCCC1
 : 2	4	1.1	1	1	-117	-0.4	-0.2	1.2	-1.3
- O=C(CN(C(=O)CCC(=O)Nc1nccs1)C1CCCC1)NCc1ccc2c(c1)OCO2
 : -5	-8	1.1	-6	-6	-13	0.0	-1.8	1	0.1
- CCOCCN1CCN(c2c3c(nc4cc(-c5ccc(F)cc5)nn24)CCC3)CC1
 : 10	5	1	-6	-7	-11	-0.2	-0.8	1	-0.2
- Cc1cc(C)n(C(=O)Cn2nc([N+](=O)[O-])c(Br)c2C)n1
 : -7	-10	1.1	5	5	-4	0.0	-0.1	1.2	2.6
- CCn1cc(/C=C2\SC(=O)N(CC(=O)Nc3ccc4c(c3)OCO4)C2=O)c2ccccc21
 : -3	nt	1	2	-2	-3	-0.2	-1.4	1	2.1
- c1ccc(C2=NNC(c3ccco3)=Nc3ccccc32)cc1
 : -1	-3	0.9	-4	-1	-5	-0.1	-0.2	1	0.9
- c1ccc2c(c1)OCC(c1nn3c(Cn4nnc5ccccc54)nnc3s1)O2 (stereo unspecified)
 : -8	-2	0.8	-2	1	-7	-0.2	3.8	0.9	0.5
- O=C(c1cccnc1)N(Cc1ccccc1)C1(C(=O)Nc2ccccc2)CCCCC1
 : 0	-4	1	-4	-4	-7	-0.2	-0.7	1	0.1
- CCC(C)C(=O)Nc1nc2c(s1)C(=O)CC(C)(C)C2 (stereo unspecified)
 : 3	-9	0.9	5	2	-11	-0.2	-0.4	0.9	2.2
- O=C(c1ccc([N+](=O)[O-])s1)N1CCN(c2cccc(Cl)c2)CC1
 : 49	-1	0.8	0	-5	-2	-0.3	0.5	0.9	5.1
- Cc1cc(NN)nc(NS(=O)(=O)c2ccccc2Cl)n1
 : -19	-5	0.8	-6	0	-18	-0.1	-0.1	0.9	-0.2
- O=C(OCc1nnc(-c2ccc(Cl)cc2)o1)c1ccncc1
 : -9	5	1	-5	5	3	-0.3	0.0	1	4.0
- COc1cc(CC(=O)NCc2ccc3c(c2)OCO3)cc(OC)c1OC
 : 7	46	0.9	-3	-8	-13	0.0	2.0	0.9	2.1
- O=C(Nc1ccccc1N1CCN(c2ccccc2)CC1)c1ccccc1
 : 8	5	0.9	-6	-7	-10	0.1	-0.3	0.9	2.1
- O=C1CSC(c2ccc3c(c2)OCO3)N1c1ccc(Oc2ccccc2)cc1 (stereo unspecified)
 : 13	nt	0.9	-1	0	-11	-0.1	2.4	1	0.8
- Cc1c(CN(C)C(=O)/C=C/c2ccc([N+](=O)[O-])cc2)cnn1C
 : -1	2	0.9	-1	0	-18	-0.3	0.6	1	1.2
- Cn1c(SCC#N)nnc1-c1cnccn1
 : -5	nt	1	2	1	-5	0.2	-0.6	1	-0.1
- O=C(NCc1ccncc1)Nc1ccc2c(c1)OCO2
 : 0	-6	1	3	-2	-7	0.1	-1.7	1	1.5
- COc1ccc(CNC(=O)c2ccc(-c3ccccc3)cc2)cc1
 : -7	nt	1	-6	-4	-10	0.3	-0.6	1	2.4
- COc1ccc2nc3oc(C(=O)N4CCN(c5ccccc5F)CC4)cc3cc2c1
 : -3	-6	0.9	-2	-2	-1	0.5	3.2	0.9	4.2
- COc1ccc(C2C(C(C)=O)=C(C)N=c3s/c(=C\c4ccc5c(c4)OCO5)c(=O)n32)c(OC)c1 (stereo unspecified)
 : 34	8	nt	nt	nt	nt	-0.2	3.1	nt	nt
- CCOC(=O)c1cc2c(nc1NC(=S)Nc1ccccc1)CC(C)(C)OC2
 : -7	-2	1	2	0	16	-0.3	0.4	1.1	2.1
- Cn1c(CO)c(-c2ccccc2)c2cc([N+](=O)[O-])ccc21
 : 4	nt	0.8	1	2	-1	-0.3	1.0	0.8	3.8
- CN=C(Nc1ccc(C(=O)OC)cc1)SC1CC(=O)N(c2ccccc2F)C1=O (stereo unspecified)
 : -5	nt	0.8	-3	1	-9	-0.2	-1.2	0.8	1.9

(more compounds)
Fields – Lmaj promast	S1P3 antagonist	PMI act	TNAP inh hi DEA	HMGR II inh	TNAP inh no acc	Hsp70 activator	DTT redox prof	PMI act satM6P	RAM network inh
- O=C(Nc1ccccc1N1CCOCC1)c1cc(Br)c(Br)s1
 : 9	-3	1	-1	-1	-5	-0.2	-1.3	0.9	4.1
- CCC(C(=O)NC1CCCCC1)n1c(SCc2ccc(F)cc2)nc2ccncc21 (stereo unspecified)
 : -3	-2	1.1	-2	2	2	-0.3	0.0	1	2.1
- CC1CCCCC1NC(=O)/C(C#N)=C/c1ccc(OCC(N)=O)cc1 (stereo unspecified)
 : 64*	-10	1	3	-5	-6	-0.2	0.2	1	0.5
- CC(C)CC1C(C#N)=C(N)Oc2n[nH]c(-c3cccs3)c21 (stereo unspecified)
 : -3	nt	0.8	-1	2	-4	-0.2	0.4	0.8	4.2
- O=C(COC(=O)c1cn(-c2ccccc2)nc1-c1cccnc1)NC1CC1
 : -3	-9	1	-8	-2	-13	-0.3	-0.3	1	1.7
- Cc1noc(C)c1COC(=O)Cn1c(C)nc2ccccc21
 : -8	-29	1.1	-2	5	-6	-0.2	2.0	1	4.0
- N=C1C(c2ccccc2)=C(O)CN1CCCO
 : -6	-17	1.1	-3	-4	-11	0.1	-2.4	1.1	0.4
